TRPN1 ag = activates the zebrafish TRPN1 channel; HEK293 zebrafish TRPN1-YFP, Fluo-8 calcium fluorescence; 100% = response to 87 µM carbachol; activation, % at 3 µM; hit rate 0.18% among 220,000;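 active means activation above its plate's cutoff, the mean activation of test wells on that plate plus 3 SD, cut at about 19% in these data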;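 further: 0% = DMSO alone and 100% = 87 µM carbachol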
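Material – zebrafish TRPN1-YFP in HEK293 cells · Doses – 3 µM single point · Schedule – dye 1 h 37 °C plus 30 min RT · Signal – Fluo-8 calcium fluorescence, excitation 470-495 nm, emission 515-575 nm · Read-out – % activation versus carbachol response · Control set – carbachol high, DMSO low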
PERK inh = blocks human PERK kinase; Q9NZJ5; CHO PERK-DD fusion, SEAP luminescence translation reporter; inhibition, % at 5.6 µM; hit rate 0.17% among 220,000;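 active means inhibition above the mean inhibition of all tested compounds plus 3 SD, set separately per screening campaign, cut at about 2.9% in these data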;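 further: PERK kinase domain activated by AP20187 dimerizer at 100 nM; 0% = DMSO with dimerizer and 100% = rapamycin at 8.4 µM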
Calpain2 inh = blocks pig calpain II enzyme activity; purified calpain II, fluorogenic peptide substrate, 30 min; inhibition, % at 16 µM; hit rate 0.37% among 220,000;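 active means inhibition above about 50%, limit read from the data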
BaF3 tox = parental Ba/F3 viability inhibition as JAK2V617F counter-screen; CellTiter-Glo ATP luminescence; hit rate 1.1% among 220,000; inhibition, % at 5.6 µM;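 active means inhibition above a per-campaign cutoff, the mean inhibition of all tested compounds plus 3 SD, cut at about 27% in these data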;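 further: 0% = DMSO wells and 100% = JAK Inhibitor I control wells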
EP2 modulator = modulates human prostaglandin E2 receptor EP2 signaling; P43116; EP2-expressing cells, cAMP HTRF FRET, PGE2 co-stimulation; induction, % at 25 µM; hit rate 0.83% among 260,000;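 active means compounds whose cAMP rise, as percent of the full-agonist control response, exceeds 60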;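 further: rat C6 glioma line stably carrying human EP2 under a CMV promoter; the protocol text gives 20 µM as final concentration; 100% = response of wells given 1 µM PGE2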
S1P4 antag = antagonists of human S1P4 receptor; hit rate 0.26% among 220,000; S1P4-expressing cells, antagonist mode, reporter read-out; inhibition, % at 4.98 µM; AID 1510; in the data active means inhibition above about 29%;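 further: 0% = wells stimulated with agonist and 100% = vehicle wells without agonist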
S1P4 agonist = agonists of human S1P4 receptor. O95977. activation, % at 4.98 µM. AID 1509. hit rate 0.35% among 220,000. S1P4-expressing cell line, agonist reporter assay; in the data active means activation above about 11%;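 further: 0% = DMSO vehicle and 100% = reference agonist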
Ba/F3 V617F tox = loss of viability in JAK2V617F-driven Ba/F3 cells | hit rate 1.1% among 220,000 | Ba/F3 EpoR-JAK2V617F viability, ATP luminescence | inhibition, % at 5.6 µM;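 active means inhibition above the campaign mean plus 3 SD over all tested compounds, cut at about 24% in these data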;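 further: cytokine-independent growth of Ba/F3 cells driven by EpoR plus mutant JAK2; 0% = DMSO-treated cells and 100% = JAK inhibitor I control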
TRPML3 ag = agonists of human TRPML3 channel; Q8TDD5; HEK293 TRPML3-YFP, Fluo-8 calcium fluorescence; 100% = the carbachol control signal; activation, % at 3 µM; hit rate 0.29% among 220,000; AID 1448;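 active means activation above its plate's cutoff, the mean activation of the plate's test wells plus 3 SD, cut at about 12% in these data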;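 further: 0% = DMSO only wells and 100% = carbachol wells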
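Material: TRPML3-YFP stable HEK293 cells | Dosing: One concentration, 3 µM nominal, 0.3% DMSO | Timing: 125 s total fluorescence read per well | Technique: Fluo-8 calcium dye fluorescence, ex 470-495, em 515-575 nm | Measure: Percent activation from peak-to-basal fluorescence ratio, scaled between DMSO and carbachol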
An asterisk follows results filed as active; & = joins results of further samples. The list is partial, so the mix of outcomes need not match the whole.

SMILES	TRPN1 ag	PERK inh	Calpain2 inh	BaF3 tox	EP2 modulator	S1P4 antag	S1P4 agonist	Ba/F3 V617F tox	TRPML3 ag
CCCCC1C(=O)N(c2ccccc2)N(c2ccccc2)C1=O	-0.3	-0.4	-6.5	7.5	20.6&14.6&15.6	-14.9	1.8	-1.3	0.0
C=C1c2cccc(O)c2C(O)=C2C(=O)[C@]3(O)C(O)=C(C(N)=O)C(=O)[C@@H](N(C)C)[C@@H]3[C@@H](O)[C@H]12	-0.4	1.1	-68.4	1.1	13.2&-4.8	-0.7	0.3	-3.9	0.1
CCCCOc1ccc(CC(=O)NO)cc1	0.0	0.6	8.0	1.8	30.6&13.6	-11.1	0.4	-1.0	0.9
NC(N)=NC(=O)Cc1c(Cl)cccc1Cl	0.3	0.7	2.9	3.9	28.6&7.2	-21.5	-1.4	-2.5	0.8
Cn1c(=O)c2c(ncn2CCO)n(C)c1=O	-0.4	1.8	17.6	4.2	4.7&11.8	2.8	-0.7	-6.0	0.4
C[C@@H]1C[C@H]2[C@@H]3C[C@H](F)C4=CC(=O)C=C[C@]4(C)[C@@]3(F)[C@@H](O)C[C@]2(C)[C@@]1(O)C(=O)COC(=O)C(C)(C)C	-0.9	1.9	-15.3	-2.2	13.1	-6.3	-0.5	6.4	0.3
Cc1cccc(C)c1NC(=O)C1CCCCN1C (stereo not drawn)	1.7	1.1	22.4	6.3	28.8&16.1	3.2	-0.6	4.7	1.0
COc1ccccc1OCCNCC(O)COc1cccc2[nH]c3ccccc3c12 (stereo not drawn)	4.8&4.9	0.2&0.1	-4.1&22.1	-4.6&-5.2	-44.0	-1.6&3.5	1.1&-0.9	2.2&3.5	1.4&-0.5
COc1ccc2ccc(=O)oc2c1	0.1	0.9	-145.1	6.6	10.8&21.9	1.7	0.6	-0.4	0.8
O=C(Nc1ccc(C(=O)O)c(O)c1)c1ccccc1	-0.6	0.8	12.6	-2.9	12.7	17.4	0.8	4.9	-0.8
CN(C)CCOc1ccccc1Cc1ccccc1	-0.7	-0.4	-12.7	0.8	19.6	-23.1	0.0	-3.6	0.5
C/C=C(/C)C(=O)OC1c2c(ccc3ccc(=O)oc23)OC(C)(C)C1OC(=O)/C(C)=C\C (stereo not drawn)	0.7	-0.2	17.3	-4.9	48.6	-8.1	-1.2	4.5	-0.1
O=c1cc(-c2ccc(O)cc2)oc2cc(O[C@@H]3O[C@H](CO)[C@@H](O)[C@H](O)[C@H]3O[C@@H]3OC[C@](O)(CO)[C@H]3O)cc(O)c12	-0.7	0.1	12.1	2.3	20.2&13.4	14.2	1.1	-2.3	1.0
Cc1[nH]c2ccccc2c1/C=N/NC(N)=S	0.5	0.3	21.5	3.5	-54.4	-2.5	0.9	2.9	1.0
COc1ccc2nc(NC(=O)Nc3ccccc3)sc2c1	0.8	-0.9	10.8	3.5	-41.7	-15.6	-1.1	-3.1	0.1
Cc1cccc2c1NC(=O)/C2=C\C(=O)c1cccs1	-1.1	-1.5	-45.0	5.6	-7.8	24.2	1.0	-0.1	2.8
CNc1c2c(nn1C)CCCC2	-0.2	2.0	6.6	4.0	10.4	-6.4	-1.1	-3.0	-0.8

Entries of single compounds from above. Screens in order: TRPN1 ag, PERK inh, Calpain2 inh, BaF3 tox, EP2 modulator, S1P4 antag, S1P4 agonist, Ba/F3 V617F tox, TRPML3 ag
`CCCCOc1ccc(CC(=O)NO)cc1` as listed: 0.0, 0.6, 8.0, 1.8, 30.6&13.6, -11.1, 0.4, -1.0, 0.9
`Cc1[nH]c2ccccc2c1/C=N/NC(N)=S` as listed: 0.5, 0.3, 21.5, 3.5, -54.4, -2.5, 0.9, 2.9, 1.0
`COc1ccc2ccc(=O)oc2c1` as listed: 0.1, 0.9, -145.1, 6.6, 10.8&21.9, 1.7, 0.6, -0.4, 0.8

Part of the list above, set out differently.
| canonical_smiles | TRPN1 ag | PERK inh | Calpain2 inh | BaF3 tox | EP2 modulator | S1P4 antag | S1P4 agonist | Ba/F3 V617F tox | TRPML3 ag |
| --- | --- | --- | --- | --- | --- | --- | --- | --- | --- |
| NC(N)=NC(=O)Cc1c(Cl)cccc1Cl | 0.3 | 0.7 | 2.9 | 3.9 | 28.6&7.2 | -21.5 | -1.4 | -2.5 | 0.8 |
| Cn1c(=O)c2c(ncn2CCO)n(C)c1=O | -0.4 | 1.8 | 17.6 | 4.2 | 4.7&11.8 | 2.8 | -0.7 | -6.0 | 0.4 |
| C[C@@H]1C[C@H]2[C@@H]3C[C@H](F)C4=CC(=O)C=C[C@]4(C)[C@@]3(F)[C@@H](O)C[C@]2(C)[C@@]1(O)C(=O)COC(=O)C(C)(C)C | -0.9 | 1.9 | -15.3 | -2.2 | 13.1 | -6.3 | -0.5 | 6.4 | 0.3 |
| Cc1cccc(C)c1NC(=O)C1CCCCN1C (stereo not drawn) | 1.7 | 1.1 | 22.4 | 6.3 | 28.8&16.1 | 3.2 | -0.6 | 4.7 | 1.0 |
| COc1ccccc1OCCNCC(O)COc1cccc2[nH]c3ccccc3c12 (stereo not drawn) | 4.8&4.9 | 0.2&0.1 | -4.1&22.1 | -4.6&-5.2 | -44.0 | -1.6&3.5 | 1.1&-0.9 | 2.2&3.5 | 1.4&-0.5 |
